# Screening results from PubChem.
# uPA surface inh – qHTS for Inhibitors of Cell Surface uPA Generation; cell surface uPA generation assay, qHTS; Potency, µM (highest dose often 38.3 µM), for the others: at the highest dose activity change, negative = inhibition, usual class: inhibitors; 330,000 compounds, 0.31% hits; active = well fitted inhibition curve with a large enough effect; inconclusive = small, poorly fitted or top-dose-only effect; inactive = no such curve, though single readings can be large or run the other way; tested in mouse RAW 264.7 cells; note: % is set by controls: 0 for no effect and ±100 for the full control effect; nearly all actives have a fitted effect of over 55% in size
# CXXC DNA block – qHTS Fluorescence Polarization Assay for Inhibitors of MLL CXXC domain - DNA interaction | Potency, µM (series often up to 115 µM), inactives show at the top dose activity change, negative = inhibition, usual class: inhibitors | 290,000 compounds, 0.037% hits | Histone-lysine N-methyltransferase 2A (Homo sapiens), Q03164 | AID 2662, 2010 | MLL-CXXC / FITC-HOXA9 DNA fluorescence polarization; active = well fitted inhibition curve with a large enough effect in the polarisation, with a control signal flat, not every such curve was filed as active; inconclusive = small, poorly fitted or top-dose-only effect, or effect the other way, or a change in a side signal; inactive = no such curve, though single readings can be large or run the other way; the % refers to the polarisation
#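 Fluorescence polarization: 7 uM MLL-CXXC (stock) preincubated 5 min with compounds, then 50 nM fluorescein-HOX-A9 DNA (stock) added; 30 min ambient. Buffer 50 mM Tris-HCl pH 7.5, 50 mM NaCl, 1 mM DTT, 0.05% BSA.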
# p53 reactivator – qHTS assay for re-activators of p53 using a Luc reporter; Potency, µM (highest dose often 92.2 µM), without a hit: at the top dose activity change, positive = activation, hits mostly activators; 320,000 compounds, 0.063% hits; H1299 p53-A138V BP100-luciferase reporter, luminescence, 24 h; note: % of control where 0% means no effect; nearly all actives have a fitted effect of over 45% in size
#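 p53-null H1299 cells stably carrying temperature-sensitive p53-A138V and a BP100-luciferase reporter were pinned with compounds (4-point, 1:5 series) and held 24 hrs at 37 deg C. Luminescence was read 10 min after detection reagent.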
# BRCA1 expr act – qHTS Assay to Identify Small Molecule Activators of BRCA1 Expression | MCF7-BRCA1-FFLuc reporter, luminescence, 48 h; response scale: scaled: vehicle 0%, 10 µM genistein 100% | Potency, µM (doses to about 46.1 µM), for inactives: top-dose activation, hits mostly activators | 380,000 compounds, 1.1% hits; note: nearly all actives have a fitted effect of over 80% in size; some results filed as inactive show a strong effect at the top dose
#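 First, MCF7-BRCA1-FFLuc cells (2000/well) attach for 2 h; next, compounds are pin-added and incubated 48 h at 37 °C; finally, luciferase reagent is added and luminescence read after 15 min.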
# RORgamma inh – qHTS for inhibitors of ROR gamma transcriptional activity. Drosophila S2 Gal4-RORgamma UAS-luciferase reporter, 20 h. Potency, µM (top dose mostly 53.6 µM), inactives show top-dose activity change, negative = inhibition, most hits filed as inhibitors. 310,000 compounds, 5.4% hits; note: % is set by controls: 0 for no effect and ±100 for the full control effect; nearly all actives have a fitted effect of over 60% in size
# Target sequence (P51450 whole entry, looked up, the tested form may be a part): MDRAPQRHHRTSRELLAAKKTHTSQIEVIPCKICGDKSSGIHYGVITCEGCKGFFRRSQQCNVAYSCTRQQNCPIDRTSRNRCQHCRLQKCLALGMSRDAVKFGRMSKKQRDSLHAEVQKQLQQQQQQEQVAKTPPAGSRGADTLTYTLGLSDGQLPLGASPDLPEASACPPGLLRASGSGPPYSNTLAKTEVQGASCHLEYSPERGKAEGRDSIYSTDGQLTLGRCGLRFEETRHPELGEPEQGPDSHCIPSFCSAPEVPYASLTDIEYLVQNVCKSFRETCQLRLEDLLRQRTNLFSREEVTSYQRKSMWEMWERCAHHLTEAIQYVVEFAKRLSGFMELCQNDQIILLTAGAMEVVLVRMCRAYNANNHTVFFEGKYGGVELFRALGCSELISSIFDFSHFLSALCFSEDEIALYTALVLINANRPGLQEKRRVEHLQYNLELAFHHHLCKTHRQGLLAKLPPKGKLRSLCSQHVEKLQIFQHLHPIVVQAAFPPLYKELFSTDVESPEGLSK
#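 ROR gamma transcriptional activity was tracked as Gal4-UAS luciferase output in stably transfected Drosophila Schneider cells, with compound added 1 hr before 700 uM copper sulfate induction and a 20 hr ambient-temperature incubation.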
# Rab9 promoter act – qHTS Assay for Rab9 Promoter Activators; AID 485297, 2010; Huh7 Rab9 promoter-luciferase reporter, luminescence, 24 h; Potency, µM (top dose mostly 9.22 µM), without a hit: top-dose activation, negative = inhibition, hits mostly activators; 320,000 compounds, 2.8% hits; note: % of control where 0% means no effect; nearly all actives have a fitted effect of over 60% in size
#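 Cells were plated at 1500 per well in reduced-serum medium with 10% FBS and left 2 h. Compound in DMSO was then added for 24 h at 37 °C. Reporter signal was read by luminescence after 10 min with luciferase detection reagent.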
# MBNL1-CUG inh – qHTS Assay for Inhibitors of MBNL1-poly(CUG) RNA binding; Muscleblind-like protein 1 (Homo sapiens), Q9NR56; Potency, µM (highest dose often 57.5 µM), without a hit: at the highest dose activity change, negative = inhibition, most hits filed as inhibitors; 280,000 compounds, 0.036% hits; TR-FRET MBNL1-His/biotin-(CUG)12 binding, 665/545 ratio; AID 2675, 2010; active = well fitted inhibition curve with a large enough effect in the signal ratio, with a control signal flat, not every such curve was filed as active; inconclusive = small, poorly fitted or top-dose-only effect, or effect the other way, or a change in a side signal; inactive = no such curve, though single readings can be large or run the other way; the % refers to the signal ratio; note: % is set by controls: 0 for no effect and ±100 for the full control effect
#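 Inhibition of protein-RNA binding appears as loss of TR-FRET between terbium anti-His antibody on MBNL1-His and streptavidin-XL665 on biotin-(CUG)12. Activity is normalized to buffer-only and uninhibited-complex controls.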
# VP16 counter – VP16 counterscreen qHTS for inhibitors of ROR gamma transcriptional activity. Drosophila S2 Gal4-VP16 UAS-luciferase, luminescence, 20 h. Potency, µM (series often up to 53.6 µM), inactives show top-dose activity, negative = inhibition, actives largely listed as inhibitors. 310,000 compounds, 3.5% hits. AID 2546, 2010;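 note: Gal4-VP16 expression switched on by copper sulfate through the metallothionein promoter; % is set by controls: 0 for no effect and ±100 for the full control effect; nearly all actives have a fitted effect of over 50% in size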
# NPC1 promoter act – qHTS Assay for NPC1 Promoter Activators. Huh7 NPC1 promoter luciferase reporter, 24 h. Potency, µM (titrated, usually from 9.22 µM), inactives show at the highest dose activation, actives largely listed as activators. 320,000 compounds, 2.4% hits. AID 485313, 2010;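 note: % of control where 0% means no effect; nearly all actives have a fitted effect of over 60% in size; reporter is driven by a mutant NPC1 promoter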
#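 Luminescence read-out of NPC1 promoter-driven luciferase in stably transfected Huh7 cells; compounds delivered in DMSO and left 24 h at 37C, 5% CO2, qHTS titration format.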
# FLuc counter – qHTS profiling assay for firefly luciferase inhibitor/activator using purifed enzyme and Km concentrations of substrates (counterscreen for miR-21 project); purified FLuc, Km substrates, luminescence inhibition; 360,000 compounds, 6.9% hits; Potency, µM (series often up to 57.5 µM), inactives show top-dose activity change, negative = inhibition, hits mostly inhibitors; Luciferin 4-monooxygenase (Photinus pyralis), P08659; AID 588342, 2011;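 note: plate controls were vehicle for no effect and reference inhibitor for full effect; nearly all actives have a fitted effect of over 55% in size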
# Target sequence (P08659 whole entry, looked up): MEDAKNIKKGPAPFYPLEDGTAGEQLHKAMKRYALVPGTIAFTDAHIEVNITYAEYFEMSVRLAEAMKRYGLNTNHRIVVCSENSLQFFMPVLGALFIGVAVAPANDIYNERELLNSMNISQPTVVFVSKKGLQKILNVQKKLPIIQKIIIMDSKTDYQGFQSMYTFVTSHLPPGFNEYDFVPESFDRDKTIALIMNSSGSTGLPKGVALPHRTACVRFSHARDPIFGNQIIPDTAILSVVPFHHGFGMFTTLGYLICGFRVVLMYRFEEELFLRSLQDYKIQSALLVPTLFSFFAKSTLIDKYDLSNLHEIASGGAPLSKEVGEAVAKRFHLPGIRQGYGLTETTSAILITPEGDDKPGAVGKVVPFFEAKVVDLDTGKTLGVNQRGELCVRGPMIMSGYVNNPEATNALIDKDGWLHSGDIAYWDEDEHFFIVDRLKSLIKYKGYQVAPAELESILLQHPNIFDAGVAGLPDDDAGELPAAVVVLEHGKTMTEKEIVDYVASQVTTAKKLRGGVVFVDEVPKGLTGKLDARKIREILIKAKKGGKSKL
#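 Purified P. pyralis luciferase, 10 nM final, with Km-level 10 uM D-luciferin and 10 uM ATP in 50 mM Tris acetate pH 7.5, 10 mM Mg acetate, 0.01% Tween-20, 0.05% BSA; 6-point qHTS titration about 60 µM downward; luminescence read.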
# ELG1 genotox – qHTS screen for small molecules that induce genotoxicity in human embryonic kidney (HEK293T) cells expressing luciferase-tagged ELG1; HEK293T ELG1-luciferase reporter, luminescence, 16 h; Potency, µM (highest dose often 46 µM), without a hit: at the top dose activity change, positive = activation, hits mostly activators; 330,000 compounds, 1.3% hits; AID 504466, 2011; note: % of control where 0% means no effect; nearly all actives have a fitted effect of over 60% in size
#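 Cells (2,000/well) expressing the ELG1-luciferase fusion are dosed by pin tool and kept 16 hr at 37 °C, 5% CO2. Signal comes from ONE-Glo luciferase reagent after 30 min at room temperature.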
# An asterisk follows results filed as active; ? = inconclusive; . = no result given; [ ] = remark or other dose. Unless noted, calls come from the whole dose curve; as a rule, active = well fitted curve in the direction sought with a large enough effect; inconclusive = small, poorly fitted or top-dose-only effect, or another doubt; inactive = no such curve, though single readings can be large; an effect the other way counts as inactive or inconclusive. Potency is the fitted concentration of half-maximal effect. Only part of the results is shown, so the mix of outcomes need not match the whole.
SMILES,uPA surface inh,CXXC DNA block,p53 reactivator,BRCA1 expr act,RORgamma inh,Rab9 promoter act,MBNL1-CUG inh,VP16 counter,NPC1 promoter act,FLuc counter,ELG1 genotox
CNC(=S)N1CCN(c2ccc(OC)cc2)CC1,-2%,6%,-4%,10%,23%,5%,-2%,-1%,-3%,1%,2%
Cc1c(C#N)c2ncn(CC#N)c(=O)c2n1-c1ccccc1,6%,-6%,-6%,-4%,7%,-6%,2%,-8%,-2%,3%,12%
Cc1[nH][nH]c(=O)c1C(c1cc(Br)ccc1O)c1c(C)[nH][nH]c1=O,-2%,3%,-2%,-16%,0%,0%,7%,1%,0%,7%,-1%
CS(=O)(=O)c1nc(S(=O)(=O)c2ccc(Cl)cc2)c(NCCCN2CCCC2=O)s1,-2%,-2%,-2%,-1%,-10%,0%,1%,-2%,0%,4%,2%
CC(c1ccccc1)N1CC(C(=O)N2CCN(c3ccccc3)CC2)CC1=O (stereo not drawn),3%,3%,4%,0%,19%,-3%,0%,-13%,0%,1%,-1%
CCOC(=O)C1CCN(C(=O)CN(c2cccc(C(F)(F)F)c2)S(C)(=O)=O)CC1,4%,5%,2%,20%,-19%[10 µM],2%,-7%,-4%,0%,-1%,-6%
O=C(O)CCCN1C(=O)c2ccccc2Sc2ncccc21,9%,5%,-1%,25%,9%,-4%[1.84 µM],-8%,8%,-1%,5%,-3%
Cc1cc(C)n(-c2ccc(C(=O)N3CCN(S(=O)(=O)c4ccc(Cl)cc4)CC3)cc2)n1,-18%,.,-12%,6%,.,7%,.,.,4%,-9%,0%
NC(=O)NC(=O)CN1C(=O)NC2(CCOc3ccccc32)C1=O (stereo not drawn),-2%,7%,0%,11%,-13%,-3%,-2%,-1%,-1%,2%,1%
Cc1ccc(-n2c(SCC(=O)NC3CCS(=O)(=O)C3)nc3ccccc3c2=O)cc1C (stereo not drawn),-6%,.,-2%,-8%,.,-5%,.,.,2%,-16%,3%
CCOC(=O)C(=O)NN=C(c1ccccc1)c1ccccc1,2%,0%,4%,-26%,-15%,-1%,12%,1%,0%,3%,-1%
Cc1ccc(S(=O)(=O)N(C)C)cc1NC(=O)c1ccccc1Br,-1%,17%,0%,-2%,-1%,-2%,-1%,4%,-3%,-4%,2%
CCn1nnc(NC(=O)c2cccnc2Cl)n1,4%,8%,1%,0%,20%,-6%,-6%,20%,0%,0%,-2%
CCSc1nc2c(c(=O)[nH]c(=O)n2C)n1CC(O)COc1ccccc1C (stereo not drawn),-1%,5%,-1%,-29%,8%,-7%,-2%,-14%,1%,-1%,-15%
CC(Oc1ccccc1)C(=O)Nc1nc(-c2ccncc2)cs1 (stereo not drawn),-5%,.,-7%,-23%,.,-4%,.,.,9%,3%,3%
Cc1ccc(S(=O)(=O)NC(C(=O)O)c2ccccc2)cc1 (stereo not drawn),0%,-3%,1%,-14%,-10%,1%,-21%,0%,-5%,1%,2%
Cc1ccccc1C(=O)NC(C(=O)Nc1nc2c(s1)CCCC2)C(C)C (stereo not drawn),-3%,0%,11%,-48%,?,-9%,.,20µM*,2%,-10%,0%
CC(=O)N1CCN(c2ccc(NC(=O)c3cccc([N+](=O)[O-])c3)cc2)CC1,-8%,-2%,-4%,13%,?,14%,?,2%,17%,-10%,3%
CCN1C(=O)[C@H]2[C@@H](c3ccc(-c4ccc(C(C)=O)cc4)c(OC)c3)N[C@@](Cc3ccccc3)(C(=O)OC)[C@H]2C1=O,?,.,-5%,0%,.,-5%,.,.,1%,1%,-1%
CSc1ccc(S(=O)(=O)Nc2ccc3c4c(cccc24)CC3)cc1,.,5%,-1%,-44%,?,6%,-4%,?,3%,0%,3%
Cc1cccc2[nH]c(CN(C)C(=O)CC3C(=O)NCCN3CC(C)(C)C)nc12 (stereo not drawn),-6%,8%,0%,-7%,-15%,3%,4%,-4%,-4%,3%,0%
CCC1C(C#N)=C(SCC(N)=O)NC2=C1C(=O)CC(C)(C)C2 (stereo not drawn),-3%,10%,12%,6%,6%,-2%,14%,3%,-2%,0%,-2%
COc1ccc(C(=O)CN2C(=O)NC(C)(c3ccc(C)cc3)C2=O)cc1OC (stereo not drawn),-6%,1%,-4%,11%,18%,-3%,-1%,0%,?,0%,0%
Nc1nc(NCc2ccccc2)nc(Nc2ccc(F)cc2)c1[N+](=O)[O-],.,1%,-27%,-50%,-7%,-3%,-2%,5%,-1%,3%,-1%
Cc1cc(C(=O)CN2C(=O)c3ccccc3C2=O)c(C)n1Cc1cccs1,?,-4%,16%,-76%[inhibitor],?,0.4µM*,18%,3%,0.5µM*,0.85µM*,?

# Record cards, from the list above. Values in the order: uPA surface inh | CXXC DNA block | p53 reactivator | BRCA1 expr act | RORgamma inh | Rab9 promoter act | MBNL1-CUG inh | VP16 counter | NPC1 promoter act | FLuc counter | ELG1 genotox
# CCOC(=O)C(=O)NN=C(c1ccccc1)c1ccccc1 across the screens: 2% | 0% | 4% | -26% | -15% | -1% | 12% | 1% | 0% | 3% | -1%
# CC(Oc1ccccc1)C(=O)Nc1nc(-c2ccncc2)cs1 (stereo not drawn) across the screens: -5% | . | -7% | -23% | . | -4% | . | . | 9% | 3% | 3%

# (list continues)
SMILES,uPA surface inh,CXXC DNA block,p53 reactivator,BRCA1 expr act,RORgamma inh,Rab9 promoter act,MBNL1-CUG inh,VP16 counter,NPC1 promoter act,FLuc counter,ELG1 genotox
CC1CCN(CC(O)COC2CCC(C(C)(C)C)CC2)CC1 (stereo not drawn),-2%,9%,-8%,-26%,11%,1%,-1%,-16%,-3%,0%,-3%
Cn1c(N)c(C(=O)COC(=O)c2cccs2)c(=O)n(C)c1=O,5%,4%,21%,5%,-14%[0.365 µM],0%,0%,.,2%,-1%,-1%
O=C(Cn1cnc2ccccc2c1=O)Nc1nc2ccccc2s1,1%,7%,2%,-3%,0%,1%,-2%,3%,-2%,1%,0%
CNC(=O)COC(=O)CNC(=O)c1cc(Cl)cc([N+](=O)[O-])c1,0%,0%,28%,62%,5%,1%,?,17%,-6%,-3%,1%
Cc1cc([N+](=O)[O-])c(C(C)(C)C)cc1N,3%,-1%,-3%,-18%,9%,-2%,-1%,7%,-2%,3%,1%
COc1cccc(OCC(O)CO)c1 (stereo not drawn),.,-2%,1%,3%,-1%,1%,5%,1%,-3%,-1%,-4%
Cc1ccc(C(=O)Nc2oc(-c3ccccc3)cc2C#N)cc1,6%,-2%,.,-3%,10%,.,23%,7%,.,0%,.
CCCn1c(SCC(=O)O)nc2ccccc21,.,3%,0%,7%,1%,0%,-8%,4%,-2%,8%,0%
O=C(C1CCCN(S(=O)(=O)Cc2ccccc2)C1)N1CCCCC1 (stereo not drawn),1%,2%,5%,-1%,1%,0%,4%,-7%,1%,-1%,-3%
CN1C(=O)C(CC(=O)Nc2ccccc2)S/C1=N/c1nccs1 (stereo not drawn),12%,-3%,5%,-14%,31%,-16%,11%,-5%,-3%,6%,0%
OCCNc1nc2ccccc2n1CC(O)c1ccccc1 (stereo not drawn),-1%,10%,1%,5%,8%,3%,-3%,-2%,-6%,0%,-3%
CN(Cc1ccccc1)S(=O)(=O)c1ccc(NC(=S)NC(=O)C(C)(C)C)cc1,8%,1%,-5%,-19%,13µM*,-6%,1%,?,-3%,4%,-10%
O=C(Cn1c(=O)[nH]c2ccsc2c1=O)NC1CCCCC1,-2%,3%,-16%,14%[1.84 µM],-1%,1%,8%,-5%,0%,1%,-1%
COc1ccc(OC)c(CN2CCN(c3ccc(S(=O)(=O)N4CCCC4)cn3)CC2)c1,-9%,.,0%,-53%,.,-1%,.,.,9%,.,-6%
CC(NC(=O)Nc1ccccc1)C(c1cccs1)N1CCN(C)CC1 (stereo not drawn),10%,5%,?,1%,-15%,-8%,0%,1%,-2%,-1%,-9%
CC(O)CNCCCOc1ccccc1OCc1ccccc1 (stereo not drawn),18%,4%,24%,8%,8%,-2%,3%,5%,-4%,?,-7%
O=C(NCc1cccnc1)C(=O)NCC1OCCN1S(=O)(=O)c1cc(F)ccc1F (stereo not drawn),0%,4%,2%,-9%,9%,0%,2%,3%,-3%,-1%,2%
